# SENP8 block-1: blocks human SENP8 cleavage of Nedd8 substrate | AID 602440 | recombinant SENP8, Nedd8 substrate fluorescence | Q96LD8 | inhibition, % at 20 µM | hit rate 0.64% among 360,000; in the data active means inhibition mostly above about 40%, no sharp cut-off; inactive means mostly below about 27%
# Target sequence (Q96LD8 whole entry, looked up): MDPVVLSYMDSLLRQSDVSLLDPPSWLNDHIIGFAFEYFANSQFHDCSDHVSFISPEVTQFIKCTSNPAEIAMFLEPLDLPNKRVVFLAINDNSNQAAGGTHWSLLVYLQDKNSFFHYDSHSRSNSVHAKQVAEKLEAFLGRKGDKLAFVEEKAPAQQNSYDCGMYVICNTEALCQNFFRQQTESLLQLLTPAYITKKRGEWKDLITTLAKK
# SENP1 FRET inh: inhibitors of human SENP1 SUMO protease catalytic domain | inhibition, % at 10 µM | hit rate 0.21% among 360,000 | Q9P0U3 | recombinant SENP1 catalytic domain, CyPet-SUMO1-YPet FRET cleavage;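 active means inhibition at least 30% at 10 µM, raw YFP signal under a set limit, fluorescence ratio 0.5 to 1.5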;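 further: 0% = enzyme with DMSO and 100% = no enzyme wells; some results filed as inactive read as strong as hits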
#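 Material: hSENP1 catalytic domain, recombinant; medium: Tris pH 8 with BME, BSA, NP40 and catalase; compound: single concentration of 10 µM compound, 0.5% DMSO final; technique: FRET read of cyan and yellow fluorescence; timing: 50 min enzyme reaction, room temperature, light-protected; reagent: SFCypet-SUMO1-SFYpet substrate at 25 nM; control set: no-enzyme low, enzyme-DMSO high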
# MIN6 prolif: inducers of beta-cell replication in MIN6 cells | MIN6 cells proliferation, ATPlite luminescence, 48 h; cells starved in 0.2% serum; 100% = growth in 10% serum | proliferation, % at 10 µM | hit rate 0.29% among 330,000 | AID 2380;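 active means compounds whose signal lies at least 3.5 SD above the mean of all wells on their plate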;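 further: 0% = DMSO-treated cells in low-serum medium and 100% = 10% serum control; some compounds called inactive have numbers as strong as hits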
# SENP8 block-2: inhibitors of human SENP8 protease; AID 2540; hit rate 1.2% among 330,000; Q96LD8; purified SENP8, Z-RLRGG-aminoluciferin cleavage, luminescence; inhibition, % at 10 µM; in the data active means inhibition above about 50%
# SENP7 inh: inhibitors of human SENP7 protease | inhibition, % at 5 µM | hit rate 1.5% among 330,000 | AID 434973 | Q9BQF6 | recombinant SENP7, Z-RLRGG-aminoluciferin luminescence, 40 min;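 active means inhibition above about 50% at the single test dose, limit read from the data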;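 further: plate controls were DMSO with enzyme for no effect and no enzyme buffer wells for full effect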
# PfGluPho inh: PfG6PD (Plasmodium falciparum) enzyme inhibition. hit rate 0.78% among 350,000. AID 504690. PfGluPho enzyme, NADPH resazurin-diaphorase fluorescence. inhibition, % at 20 µM;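 active means inhibition reaching at least a set limit at 20 µM in the primary screen, cut at about 59% in these data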;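 further: 0% = DMSO wells with substrate and 100% = DMSO wells lacking glucose-6-phosphate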
# UBC13 polyUb: inhibitors of human UBC13 polyubiquitin chain formation. P61088. TR-FRET. inhibition, % at 20 µM. hit rate 0.47% among 330,000. AID 485273; in the data active means inhibition above about 45%, passing the limit was not always enough
# HKDC1 inhibitor: blocks human hexokinase HKDC1 activity; recombinant HKDC1, G6PDH/diaphorase resazurin coupled fluorescence; inhibition, % at 20 µM; hit rate 0.16% among 340,000;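 active means inhibition above about 35% when tested at 20 µM, limit read from the data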;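 further: plate controls were DMSO wells with enzyme for no effect and DMSO wells lacking enzyme for full effect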
# Target sequence (Q2TB90 whole entry, looked up): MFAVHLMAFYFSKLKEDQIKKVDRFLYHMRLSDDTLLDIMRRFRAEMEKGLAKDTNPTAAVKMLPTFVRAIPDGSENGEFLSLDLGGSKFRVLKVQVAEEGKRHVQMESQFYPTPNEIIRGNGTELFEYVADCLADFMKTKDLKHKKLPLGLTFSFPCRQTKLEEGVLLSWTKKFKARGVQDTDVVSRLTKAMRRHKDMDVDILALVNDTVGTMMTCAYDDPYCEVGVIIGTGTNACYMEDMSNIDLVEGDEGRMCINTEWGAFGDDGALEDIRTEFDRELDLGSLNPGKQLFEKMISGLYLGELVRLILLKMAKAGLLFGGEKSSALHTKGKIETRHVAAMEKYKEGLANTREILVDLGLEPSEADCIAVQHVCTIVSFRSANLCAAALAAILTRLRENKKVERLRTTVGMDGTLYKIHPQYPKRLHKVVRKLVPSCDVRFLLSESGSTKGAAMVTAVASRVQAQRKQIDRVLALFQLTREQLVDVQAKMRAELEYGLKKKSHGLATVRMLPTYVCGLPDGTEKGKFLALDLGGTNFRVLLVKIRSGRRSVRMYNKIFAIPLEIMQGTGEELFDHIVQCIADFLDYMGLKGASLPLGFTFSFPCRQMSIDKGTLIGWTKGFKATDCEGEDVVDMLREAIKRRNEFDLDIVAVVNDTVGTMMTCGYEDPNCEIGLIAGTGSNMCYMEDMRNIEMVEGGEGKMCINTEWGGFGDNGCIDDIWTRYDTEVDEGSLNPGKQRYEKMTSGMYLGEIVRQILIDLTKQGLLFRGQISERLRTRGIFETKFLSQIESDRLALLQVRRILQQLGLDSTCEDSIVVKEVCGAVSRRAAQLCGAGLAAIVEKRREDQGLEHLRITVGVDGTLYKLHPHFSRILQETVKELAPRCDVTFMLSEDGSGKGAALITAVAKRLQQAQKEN
#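 System: Recombinant HKDC1 hexokinase | Amount: HKDC1 at 5 µg/mL | Reagent: Glucose with 1 mM ATP | Doses: Single 20 µM dose | Incubation: Reaction time 90 min, room temperature, protected from light | Signal: Coupled resazurin fluorescence, excitation 525 nm, emission 613 nm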
# SENP6 inh: SENP6 protease inhibition; Recombinant SENP6 catalytic domain, aminoluciferin luminescence; inhibition, % at 10 µM; hit rate 1.8% among 330,000; AID 2599;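 active means inhibition above about 50% at the single tested dose, limit read from the data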;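 further: plate controls were DMSO wells with enzyme for no effect and DMSO wells lacking enzyme for full effect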
# Starred values were filed as active, the others as inactive; / = not tested or not shown. Not a hit list; overall some 4% were active at least once.
SMILES,SENP8 block-1,SENP1 FRET inh,MIN6 prolif,SENP8 block-2,SENP7 inh,PfGluPho inh,UBC13 polyUb,HKDC1 inhibitor,SENP6 inh
Cc1ccnc(NC(=O)C23CC4CC(CC(C4)C2)C3)c1,8.2,0.1,-1.8,-8.3,-2.8,-6.0,-7.8,-8.6,-6.4
OCCN(Cc1ccccc1)Cc1ccc(C(F)(F)F)cc1,7.1,2.1,-1.2,-5.8,6.4,-17.6,-2.4,-6.6,-1.6
COc1ccc(N)cc1NC(=O)CN1CCCC1,31.2,0.3,-1.6,8.0,-8.2,19.8,-3.7,4.9,0.5
CN(CC1CCCCO1)C(=O)c1cc(COc2ccc(F)cc2Cl)on1 (stereo not drawn),3.5,0.6,-1.8,-1.0,-5.5,-3.2,1.4,-1.5,-2.6
O=C(COC(=O)c1cc(=O)[nH]c2ccccc12)NCc1ccc(Cl)cc1,-288.1,5.1,-2.1,-1.3,4.7,9.7,17.9,-2.7,-5.0
COc1cccc(C(c2nnnn2CC2CCCO2)N2CCN(C(=O)c3ccco3)CC2)c1OC (stereo not drawn),9.6,0.1,-2.0,4.7,2.4,-7.6,0.0,-9.0,-3.2
COc1ccc(N2C(=O)NC(NC(=O)c3ccncc3)(C(F)(F)F)C2=O)cc1 (stereo not drawn),15.3,-0.5,-0.6,-13.1,-11.7,-15.0,-2.8,3.0,-5.4
Cc1ccc(CC(=O)NC2CCCc3ccccc32)cc1C (stereo not drawn),-0.1,-9.3,0.0,4.5,2.6,-0.6,10.0,-3.8,-12.7
Cn1nnnc1SCC(=O)Nc1ccc(Oc2ccc(Cl)cc2)cc1,6.1,0.0,-1.5,-9.1,7.8,5.2,5.4,-0.3,-17.5
CC(=O)Nc1ccc(OCc2ccccc2)cc1[N+](=O)[O-],10.3,0.7,/,/,/,-6.1,/,-5.3,/
CCOC(=O)c1cnc2ccccc2c1Nc1ccc2c(c1)OCCO2,13.6,0.3,0.6,1.4,1.6,25.8,1.8,-1.4,-2.4
COc1ccc(C(=O)Nc2cc(OC)ccc2OC)cc1,10.9,-1.3,-3.8,-7.5,0.2,-0.8,8.2,-7.8,3.1
O=[N+]([O-])c1ccccc1N/N=C1\CC2CC=CC12 (stereo not drawn),15.3,3.4,0.1,0.9,0.1,4.7,-42.0,-1.6,17.7
CCCc1nnc(NC(=O)CCS(=O)(=O)Cc2ccccc2)s1,16.1,2.7,-2.5,0.3,-9.2,-4.7,0.1,-2.9,-22.0
COC(=O)c1cccc(NC(N)=S)c1,11.3,1.2,-0.3,7.8,4.4,-7.4,-0.3,-3.0,-2.9
O=C(CN1C(=O)c2ccc([N+](=O)[O-])cc2C1=O)Nc1nccs1,17.0,0.7,-1.0,6.2,4.6,-8.4,-0.4,-1.2,-14.5
O=C(Cc1cccc([N+](=O)[O-])c1)Nc1cccc(C(=O)N2CCOCC2)c1,3.7,0.8,0.8,-11.3,-7.9,-1.2,-5.4,-7.2,-7.1
FC(F)Oc1ccc(C2=Nn3c(nnc3-c3ccccc3Cl)SC2)cc1OCC1CC1,4.9,-0.4,4.5,5.3,2.2,-18.1,-4.9,-6.7,-2.7
COc1ccc(S(=O)(=O)CCC(=O)N2CCN(c3ccc(F)cc3)CC2)cc1,5.1,-0.7,-0.6,5.7,1.4,6.5,-5.3,2.9,-6.4
CC1(C)CN(c2ccccc2)N(C(=O)c2ccc(F)cc2)C1=O,20.7,3.4,-2.9,1.1,5.6,31.0,5.7,-6.2,-3.8
O=C(NCCCn1ccnc1)c1cc(Cl)cc(Cl)c1,6.4,5.5,-3.4,2.4,2.7,9.9,8.2,-3.4,-11.4
O=C(NCCN1CCOCC1)c1cc(-c2cccc(Cl)c2)on1,4.3,-0.1,-0.6,-9.4,0.1,-17.5,0.3,-0.5,6.3
CCc1ccc(C2NC(=S)NC3=C2C(=O)N(c2ccccc2OC)C(c2ccc(CC)cc2)N3)cc1 (stereo not drawn),26.1,-0.2,-6.0,-8.8,-0.1,-1.1,11.4,5.5,-27.7
NNC(=S)NCc1ccccc1,9.4,-0.6,0.2,-6.0,-1.1,4.7,-1.8,-7.1,-3.8
Cn1ncc2c(NCCc3ccccc3)nc(Cl)nc21,3.1,0.3,/,/,/,-13.5,/,3.3,/
CC(Oc1ccccc1)C(=O)Nc1nnc(S(=O)(=O)Nc2ccccc2)s1 (stereo not drawn),8.4,2.4,-1.3,4.3,-6.2,-29.0,-6.2,-3.9,-14.3
COc1ccccc1CNC(=O)[C@H](NC(=O)C1CCN(C(=O)[C@@H](N)CCSC)CC1)C(C)C,29.0,-0.4,-0.3,1.3,-0.1,-13.0,8.8,7.4,-11.3
Cc1ccc(N(Cc2cc3ccccc3[nH]c2=O)C(=O)c2cccs2)cc1C,-14.8,2.2,-4.7,-1.1,1.6,-12.7,3.3,1.9,1.4
O=C(c1ccc(Cl)c(S(=O)(=O)N2CCCCC2)c1)N1CCCC1,9.3,0.8,-0.5,-0.1,2.9,0.1,-4.7,-3.4,9.2
CCOc1ccc(CCNC(=O)COC(=O)C2=NNC(=O)CC2)cc1OCC,2.1,-0.7,-1.1,-2.7,11.5,-5.3,-4.1,-0.1,3.9
Cc1ccc(-c2nc3ccccn3c2Nc2ccccc2)o1,-316.7,-18.6,-1.0,1.0,0.9,-2.3,13.8,4.1,-1.8
O=C(NCCN1CCOCC1)c1ccc2c(c1)N(Cc1ccccc1)C(=O)CS2,12.9,0.4,-0.4,5.8,1.5,-1.0,7.2,-6.6,-0.6
COC/C=C/C1=CC2=CC(=O)C(C)(OC(=O)C3CCCC3)C(=O)C2=CO1 (stereo not drawn),-76.9,4.1,-5.8,1.4,6.1,23.0,-48.4,13.7,2.6
CCN(CC)S(=O)(=O)c1cc(-c2nnc(-c3ccc(Br)cc3)o2)ccc1Cl,-4.7,0.5,-5.1,-7.6,-11.0,-14.3,-6.8,-5.2,-22.7
CCn1c(SCC(=O)NCc2ccccc2)nnc1-c1c[nH]c2ccccc12,2.8,0.6,-3.0,0.7,14.2,10.8,0.5,-5.8,2.7
COc1ccc(OCCCC(=O)Nc2ncn[nH]2)cc1,3.6,1.7,0.0,0.2,-0.1,5.3,-2.1,2.8,4.2
C/C(=N\NC(=O)C1CCCC1)c1ccc(Cl)cc1,3.0,0.5,1.7,-0.4,0.4,-2.8,8.3,-3.2,-12.1
CC1CCCN1CC#CC(O)(c1ccccc1)c1ccccc1 (stereo not drawn),4.7,1.2,0.6,-6.7,-6.9,-1.4,1.3,0.8,-9.0
CCc1ccc(Nc2nnc(SCC(=O)NC(=O)c3cccn3C)s2)cc1,2.8,-3.1,-3.2,-0.6,9.8,2.2,-18.2,3.0,-18.1
CCOC(=O)c1cnc2ccc(Br)cc2c1NCC(C)O (stereo not drawn),4.8,0.1,/,/,/,25.4,/,-6.7,/
CCN=c1scc(-c2ccco2)n1/N=C/c1ccc(OC)c(O)c1,-10.0,-3.1,-3.2,42.2,-6.1,30.1,-9.7,-2.7,40.1
O=c1c2ccccc2nc(SCc2nnc(-c3ccccc3Br)o2)n1Cc1ccco1,11.3,-0.3,-4.3,2.9,-1.9,8.3,8.3,-13.2,5.5
CCOC(=O)c1cccc(P(=O)(C(C)(C)C)C(C)(C)C)c1,14.0,1.8,-1.4,1.9,5.8,-14.8,-7.3,-10.0,6.7
CCSc1oc(-c2cccs2)nc1S(=O)(=O)c1ccccc1,-332.0,-2.4,6.4,-8.5,10.7,20.6,-8.3,4.4,-6.4
c1ccc(CC(Cc2ccccc2)c2ccccn2)cc1,-6.1,-1.6,/,/,/,10.2,/,-4.9,/
CS(=O)(=O)N(CC(=O)NCCSc1ccccn1)c1cccc2ccccc12,14.6,2.2,0.3,-7.8,-4.0,1.5,-12.1,-5.0,-13.9
CCOc1cc(/C=N/NC(=O)c2cc3c(ccc4ccccc43)o2)ccc1O,-496.4,2.6,3.7,9.7,-0.2,-3.6,0.1,-11.5,-9.7
CCn1c(C)cs/c1=N\S(=O)(=O)c1ccccc1,14.4,1.8,-4.1,-4.8,3.8,5.0,-3.2,-9.2,-3.4
CCOC(=O)c1cnc2c(-c3ccccc3)cnn2c1N,-292.8,2.1,-4.2,5.8,72.1*,-3.4,7.8,1.5,-46.5
CCOC(=O)CSc1nnc(-c2ccccc2)c(=O)[nH]1,13.6,2.5,-3.0,6.6,5.9,-9.7,-3.4,-5.4,6.6
Cc1ccc(C(=O)Nc2ccc(OCc3ccccc3)cc2)cc1[N+](=O)[O-],16.8,2.2,-0.2,-5.9,-8.7,-4.2,-5.9,-6.4,-7.7
C[C@@H](C(=O)CC(=O)OC(C)(C)C)[C@@H](O)c1ccccc1,6.3,1.7,-3.3,3.2,0.0,-4.8,-5.7,-8.0,-8.6
COc1ccc(N2CCN(CC(O)COc3cc(C)ccc3C)CC2)cc1 (stereo not drawn),11.7,2.3,-3.3,-9.4,-13.2,9.2,-1.6,-1.4,-5.2
CCCN1C2=NCCN2c2ccccc21,15.0,2.3,-1.5,6.9,-2.1,-8.4,3.2,-8.2,-0.6
Cc1cc(=O)oc2cc(OCC(=O)Nc3cccnc3)ccc12,-328.4,-1.0,-1.2,-11.4,-10.4,6.0,-15.5,-4.4,-15.1
CCCn1c(-c2ccc(OC)cc2)nc2ccccc21,-4.6,2.1,-4.3,-7.8,1.9,21.9,5.6,0.6,-22.1
CC(C)n1nc(C(=O)OCC(=O)NCCc2ccc(S(N)(=O)=O)cc2)c2ccccc2c1=O,-0.9,0.3,/,/,/,-6.3,/,-2.5,/
CC(NC(=O)c1ccccc1)C(=O)N/N=C/c1ccco1 (stereo not drawn),0.6,1.5,-2.1,-4.2,3.3,0.4,4.1,-5.9,-9.6
COc1cccc2c1OCC([C@@H]1C[C@H]3CN(Cc4cccc(Cl)c4)C(=O)[C@]34CCCN14)=C2,9.5,-1.7,-3.4,-12.1,-9.2,-1.4,-3.2,2.6,-13.3
Cc1cccc(NC(=O)CSc2nnc(-c3ccc(S(=O)(=O)N4CCCC4)cc3)o2)c1,4.1,-0.1,-0.5,-0.9,14.2,14.7,-0.9,8.2,2.1
# Remaining list, next part.
SMILES,SENP8 block-1,SENP1 FRET inh,MIN6 prolif,SENP8 block-2,SENP7 inh,PfGluPho inh,UBC13 polyUb,HKDC1 inhibitor,SENP6 inh
CC(=O)c1c(C)[nH]c(C(=O)COc2ccc(C#N)cc2)c1C,11.4,3.5,1.0,1.3,2.2,4.7,1.9,-4.6,5.0
O=c1[nH]cnc2nc3n(c12)CCCCC3,6.7,0.8,-0.5,-0.5,-8.0,-17.8,-9.9,-2.9,0.8
COc1ccc(CCn2ccc(O)c(Cc3c(F)cccc3Cl)c2=O)cc1OC,11.0,-0.5,2.8,0.0,3.6,15.6,1.8,-5.9,-13.9
O=C(Nc1ccccc1)c1cccc(C(F)(F)F)c1,15.0,-0.1,0.0,-1.6,0.6,-9.5,1.8,14.6,11.2

# Reformatted with two lines to a compound: 2 of the compounds above.
# Fields – SENP8 block-1, SENP1 FRET inh, MIN6 prolif, SENP8 block-2, SENP7 inh, PfGluPho inh, UBC13 polyUb, HKDC1 inhibitor, SENP6 inh
FC(F)Oc1ccc(C2=Nn3c(nnc3-c3ccccc3Cl)SC2)cc1OCC1CC1
 : 4.9, -0.4, 4.5, 5.3, 2.2, -18.1, -4.9, -6.7, -2.7
O=C(Cc1cccc([N+](=O)[O-])c1)Nc1cccc(C(=O)N2CCOCC2)c1
 : 3.7, 0.8, 0.8, -11.3, -7.9, -1.2, -5.4, -7.2, -7.1

# Bioassay records as filed in PubChem BioAssay.
